Source: PubChem BioAssay
Yeast growth tox = Inhibitors of S. cerevisiae growth, toxicity; 0.3% of 30,000 active; growth inhibition, % at 25 µM (by protocol); S. cerevisiae wild-type growth, A595 turbidity, 16 h; AID 685;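 active = mutant and wild-type yeast strains alike exhibit over 30% growth inhibition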;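 note: 0% = untreated cell controls and 100% = YPD media blanks without cells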
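System – wild-type and eIF2Bepsilon-R284H mutant S. cerevisiae, screened separately · Measured by – absorbance at 595 nm (turbidity) · Timing – 16 h compound exposure during growth at 30 °C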
eIF2B yeast act = eIF2B (yeast) activity modulation. S. cerevisiae eIF2B-epsilon R284H, GCN4-lacZ luminescence. inhibition, % at 25 µM (by protocol). 0.91% of 27,000 active. AID 688;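 active = mutant luminescence inhibited past about 50% while wild type luminescence and mutant growth stay under set limits, limit read from the data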; note: some compounds called inactive have numbers as strong as hits
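Times: 16 h growth with compound at 30 °C, 90 min Beta-Glo step; Assay system: yeast eIF2B-epsilon R284H mutant carrying GCN4–beta-galactosidase fusion; Measure: % inhibition of reporter signal and growth versus controls; Dosing: one concentration, 25 µM, 0.25% DMSO; Buffer or medium: YPD yeast growth medium; Measured by: Beta-Glo luminescence plus absorbance at 595 nm.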
Yeast growth tox inhibition % = further read-out of Yeast growth tox, marked with its call; growth inhibition, %; S. cerevisiae eIF2Bepsilon-R284H mutant growth, A595 turbidity, 16 h;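 each compound tested once at 25 µM; 0% equals untreated cells and 100% equals cell-free medium blanks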
eIF2B yeast act mutant toxicity = recorded beside eIF2B yeast act, whose call it bears; growth inhibition, %; measured here: mutant yeast growth, toxicity;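 each compound tested once at 25 µM; zero equals untreated control growth and 100 equals blank medium absorbance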
* marks the source's active call; other numbers are inactive results; · = not tested or not shown. Not all compounds are listed (hit frequency here may not be typical).

Sample of the layout (five entries):
[1] CCOC(=O)c1ccc(S(=O)(=O)Nc2ccccc2-c2nnn(CC)n2)cc1
[2] CC(C)n1nnnc1SCC(=O)N1CCN(C(=O)c2ccco2)CC1
[3] CCOC(=O)CCc1c(C)c(C#N)c2[nH]c3ccccc3n2c1=O
[4] COc1ccc(COC(=O)NNC(=O)c2ccc(OC)cc2)cc1
[5] CCCn1c(-c2cc(OC)c(OC)c(OC)c2)nc2nc3ccccc3nc21

assay / entry	1	2	3	4	5
Yeast growth tox	-5	-12	-33	·	-11
Yeast growth tox inhibition %	-7	-5	-31	·	-5
eIF2B yeast act	9	11	7	0	-11
eIF2B yeast act mutant toxicity	-7	-5	-31	·	-5

The list itself, from the start:
[1] CCOC(=O)c1ccc(S(=O)(=O)Nc2ccccc2-c2nnn(CC)n2)cc1
[2] CC(C)n1nnnc1SCC(=O)N1CCN(C(=O)c2ccco2)CC1
[3] CCOC(=O)CCc1c(C)c(C#N)c2[nH]c3ccccc3n2c1=O
[4] COc1ccc(COC(=O)NNC(=O)c2ccc(OC)cc2)cc1
[5] CCCn1c(-c2cc(OC)c(OC)c(OC)c2)nc2nc3ccccc3nc21
[6] CCOC(=O)C1CCN(C(=O)Nc2ccc3c(c2)nc(C)n3C)CC1
[7] N#CC1(C#N)C2=C(CCCC2)NC(c2ccccc2)C1(C#N)C#N (centres undefined)
[8] CS(=O)(=O)NCC(c1cccnc1)N1CCN(c2ccc(F)cc2)CC1 (centres undefined)

assay / entry	1	2	3	4	5	6	7	8
Yeast growth tox	-5	-12	-33	·	-11	4	2	-13
Yeast growth tox inhibition %	-7	-5	-31	·	-5	0	-4	3
eIF2B yeast act	9	11	7	0	-11	·	·	42
eIF2B yeast act mutant toxicity	-7	-5	-31	·	-5	·	·	3

[9] CC12CC3(C)CC(C)(C1)CC(C(=O)NC1=NCCS1)(C2)C3
[10] COc1ccc(-n2nnnc2SCC(=O)Nc2ccccc2)cc1
[11] O=C1N(Nc2ccccc2)C(c2ccc(Br)cc2)C12CCCC2 (centres undefined)
[12] CCOC(=O)CSc1nnc(CNC(=O)c2ccc(OC)c(OC)c2)n1C
[13] Cc1ccc(C)c(OCC(=O)Nc2cccc(C(=O)O)c2)c1C
[14] O=C(CN1CCOCC1)c1c[nH]c2ccccc12
[15] COCCCNc1ccnc2c(Cl)cccc12
[16] Nc1nc(Nc2cccc(F)c2)nc2ccccc12

assay / entry	9	10	11	12	13	14	15	16
Yeast growth tox	13	-10	27	9	5	-2	-7	-6
Yeast growth tox inhibition %	0	-14	5	-7	5	5	-14	-9
eIF2B yeast act	7	1	23	43	16	25	2	51
eIF2B yeast act mutant toxicity	·	-14	5	-7	5	5	-14	-9

[17] c1ccc(-n2c(SCC3CCCCO3)nnc2-c2cnccn2)cc1 (centres undefined)
[18] Cc1ccc2nc(C(=O)O)c(C(=O)O)nc2c1
[19] CNc1nnc(-c2cc3cc(Cl)ccc3oc2=O)s1
[20] Cc1csc(NC(=O)CSc2nnc(-c3ccc(Cl)cc3)n2N)n1
[21] COc1ccccc1NC(=O)C(C)NS(=O)(=O)c1ccc(Cl)cc1 (centres undefined)
[22] COC(=O)Nc1nnc(Cc2ccccc2)s1
[23] CCCCCCOc1ccc(N2C(=O)CC(NCCc3ccc(S(N)(=O)=O)cc3)C2=O)cc1 (centres undefined)
[24] CCN(CC)S(=O)(=O)c1ccc2oc(C(=O)NCCCN3CCOCC3)c(C)c2c1

assay / entry	17	18	19	20	21	22	23	24
Yeast growth tox	2	18	-14	13	0	9	-10	-3
Yeast growth tox inhibition %	0	28	19	0	8	0	-12	6
eIF2B yeast act	7	·	-6	10	4	-2	·	19
eIF2B yeast act mutant toxicity	·	·	19	·	8	·	·	6

[25] CCN1CCN(Cc2ccc(NC(=O)Nc3cccs3)cc2)CC1
[26] CCOC(=O)N1CCN(S(=O)(=O)c2cc(OCC)ccc2OCC)CC1
[27] O=C(CN(C(=O)Cn1nnc(-c2cccs2)n1)c1ccc2c(c1)OCCO2)NC1CCCCC1
[28] Cc1ccc(C)c(N2CCN(C(=O)c3ccc(CS(=O)(=O)c4ccccc4C)o3)CC2)c1
[29] COc1cc(OC)cc(C(=O)NC2CC3CCC(C2)N3Cc2ccco2)c1 (centres undefined)
[30] c1csc(C(c2nnnn2C2CCCC2)N2CCOCC2)c1 (centres undefined)
[31] O=C(NC1CCCC1)c1cnc2n(c1=O)CCS2
[32] C=CCN(C(C)=O)C1CC(=O)N(c2ccc(OCCC)cc2)C1=O (centres undefined)

assay / entry	25	26	27	28	29	30	31	32
Yeast growth tox	16	5	-8	-29	1	2	6	6
Yeast growth tox inhibition %	14	47	3	-25	23	7	-15	18
eIF2B yeast act	1	5	2	45	-15	16	9	·
eIF2B yeast act mutant toxicity	14	47	3	-25	23	7	-15	·

[33] O=C(NCc1cccs1)c1ccc(N2CCCCC2)nc1
[34] Cc1cccc(C)c1NC(=O)N1CCC(c2nc3ccccc3o2)CC1
[35] CCOc1ccc(C2C(C#N)=C(N)SC(N)=C2C#N)cc1OC
[36] O=C(Nc1ccon1)c1cccc(S(=O)(=O)N2CCCC2)c1
[37] Cc1ccc(Nc2nc(N)nc(CSc3nccn3C)n2)c(C)c1
[38] COC(=O)N1CCN(c2ccc(C(C)=O)cc2)CC1
[39] O=C1Nc2ccccc2C12OCCCO2
[40] Cc1ccc(NC(=O)CCc2c(C)nc3ncnn3c2C)nc1

assay / entry	33	34	35	36	37	38	39	40
Yeast growth tox	2	2	5	-7	·	8	-8	24
Yeast growth tox inhibition %	11	-32	-19	14	·	0	10	-7
eIF2B yeast act	7	26	23	·	14	-6	-25	15
eIF2B yeast act mutant toxicity	11	-32	-19	·	·	·	10	-7

[41] O=C(Nc1ccccc1N1CCN(C(=O)c2ccccc2)CC1)c1cc2ccccc2o1
[42] CCOC(=O)/C(=C\c1cccnc1)C(=O)c1cc(C(C)=O)c(Nc2ccccc2)s1
[43] Cc1c(NC(=O)COC(=O)C2CC3C=CC2C3)c(=O)n(-c2ccccc2)n1C (centres undefined)
[44] Cc1cc(C)n(C(=O)CCCCCCCCC(=O)n2nc(C)cc2C)n1
[45] CC1CCCN(C(c2cccs2)c2nnnn2Cc2ccccc2)C1 (centres undefined)
[46] Cc1c(C)n(C(=O)CN2CCN(c3ccccn3)CC2)c2ccccc12
[47] CC(C)C(c1nnnn1C1CCCC1)N1CCN(c2ccccc2F)CC1 (centres undefined)
[48] CCOC(=O)N1CCN(c2cc(=O)n(Cc3ccc(F)cc3)c(=O)[nH]2)CC1

assay / entry	41	42	43	44	45	46	47	48
Yeast growth tox	-30	11	1	0	-2	-10	-14	4
Yeast growth tox inhibition %	-25	0	23	-2	9	23	-14	-4
eIF2B yeast act	50*	12	10	12	9	-3	·	23
eIF2B yeast act mutant toxicity	·	·	23	-2	9	23	·	-4

[49] CCN1CCN(c2ccc(NC(=O)c3cccc4ncccc34)cc2)CC1
[50] O=C(Nc1ccc2c(c1)OCO2)C1CCCN1C(=O)OCc1ccccc1 (centres undefined)
[51] O=C(CN1C(=O)c2ccccc2C1=O)N1CCOCC1
[52] O=C(NC1CCN(C(=O)NCc2ccccc2)CC1)c1ccco1
[53] O=C(NC(C(=O)N/N=C/c1ccccc1)c1n[nH]c(=O)c2ccccc12)c1ccccc1 (centres undefined)
[54] CCCCn1nc(NC(=O)c2cccs2)c2cc3ccccc3nc21
[55] COc1ccc(NC(=O)c2ccccc2C)c(OC)c1
[56] Cc1cccc(-c2noc(CCCC(=O)N3CCOCC3)n2)c1

assay / entry	49	50	51	52	53	54	55	56
Yeast growth tox	6	11	0	·	10	-5	-7	15
Yeast growth tox inhibition %	21	-19	-12	·	-9	-15	8	3
eIF2B yeast act	10	19	22	19	5	25	7	·
eIF2B yeast act mutant toxicity	21	-19	-12	·	-9	-15	8	·

[57] Cc1ccc(NC(=O)CNc2ccc(OC(C)C)cc2)cc1
[58] CCOC(=O)C1CCN(CC(O)COc2ccc(C(C)(C)CC)cc2)CC1 (centres undefined)
[59] c1ccc2c(CCNc3ncnc4nc[nH]c34)cccc2c1
[60] CC(=O)c1cc2c(cc1NC(=O)CSc1nnc(C)s1)OCO2
[61] O=C(CCCCCN1C(=O)c2ccccc2C1=O)Nc1ccc(S(=O)(=O)N2CCCCC2)cc1
[62] CCN(CC)S(=O)(=O)c1ccc2[nH]cc(C(=O)NCCN3CCCCCC3)c(=O)c2c1
[63] CCOC(=O)C(C)Sc1ncnc2c1nnn2-c1ccc(F)cc1 (centres undefined)
[64] Cc1cc(C(=O)COC(=O)Cn2cnc3c2c(=O)n(C)c(=O)n3C)c(C)n1C

assay / entry	57	58	59	60	61	62	63	64
Yeast growth tox	8	19	-25	-11	3	3	1	11
Yeast growth tox inhibition %	10	24	-24	-10	8	2	8	4
eIF2B yeast act	15	-8	35	-3	24	8	-15	21
eIF2B yeast act mutant toxicity	10	24	-24	-10	8	2	8	4

[65] Cc1cc(Oc2ccc(C(C)(C)C)cc2)nc(N2CCOCC2)n1
[66] Cc1cc2c(c(C)nn2-c2ccccc2)c(=O)o1
[67] CCOC(=O)N1CCN(C(=O)NC2CCCCC2)CC1
[68] Cc1ccc(-c2csc3nnc(SCC(=O)Nc4cccc(C)n4)n23)cc1
[69] O=C(Nc1cccc(Cl)c1)N(CCN1CCOCC1)Cc1ccccc1F
[70] COc1cccc(NC(=O)Cn2nnc(C(=O)Nc3ccccc3)c2N)c1
[71] CCOc1ccc(C2=Cc3cc(OC)c(OC)cc3C(=C(Cl)Cl)O2)cc1
[72] CC(C)(C)c1[nH]c2ccccc2c1/C=N/O

assay / entry	65	66	67	68	69	70	71	72
Yeast growth tox	14	9	-1	1	23	-12	-1	10
Yeast growth tox inhibition %	19	12	23	14	5	-27	16	27
eIF2B yeast act	25	17	-38	20	20	16	19	20
eIF2B yeast act mutant toxicity	19	12	23	14	5	-27	16	27

[73] Cc1csc(NC(=O)c2cc3c(s2)CCC3)n1
[74] O=C(Nc1nnc(C2CCCCC2)s1)c1ccco1
[75] O=S(=O)(NCCc1ccccc1)c1cccc2nsnc12
[76] CCOc1ccccc1Nc1ccc(C(=O)O)cc1NC(C)=O
[77] N#Cc1nc(COc2ccc(-c3ccccc3)cc2)oc1NCCCN1CCOCC1
[78] CCc1c(C)nc2cc(-c3ccc(OC)c(OC)c3)nn2c1N1CCCC1
[79] CCCCNc1cc(C)nc(N2CCOCC2)n1
[80] CC(=O)c1cc(OC(=O)c2ccncc2)ccc1OC(=O)c1ccncc1

assay / entry	73	74	75	76	77	78	79	80
Yeast growth tox	-3	15	9	6	-17	12	-2	-4
Yeast growth tox inhibition %	3	9	19	0	-14	42	3	-8
eIF2B yeast act	45	16	4	-39	35	15	9	-4
eIF2B yeast act mutant toxicity	3	9	19	·	-14	42	3	-8

[81] O=C(CN1C(=O)COc2ccccc21)NCc1ccc(C(=O)O)cc1
[82] N#C/C(=C\N1CCN(Cc2ccc3c(c2)OCO3)CC1)c1nc2ccccc2s1
[83] COCC(C)n1c(C)cc(C(=O)CSc2nc3ccccc3c(=O)[nH]2)c1C (centres undefined)
[84] CC(C)C(O)(C#CCN1CCCC1)c1ccccc1 (centres undefined)
[85] O=C(c1ccc2c(c1)OCO2)N1CCCC(c2ccccc2)C1 (centres undefined)
[86] Cc1ccc(N(C(=O)C2CCC(=O)N2)C2(C(=O)NC3CCCC3)CCCCC2)cc1 (centres undefined)
[87] CCCCOC(=O)c1cccc(NC(=O)CC)c1
[88] CCOc1ccc(NC(=O)CN(C2CCCCC2)S(C)(=O)=O)cc1

assay / entry	81	82	83	84	85	86	87	88
Yeast growth tox	17	8	-42	-16	3	11	10	-11
Yeast growth tox inhibition %	5	-10	-11	0	19	15	15	18
eIF2B yeast act	-30	16	32	·	-6	·	18	31
eIF2B yeast act mutant toxicity	5	-10	-11	·	19	·	15	18

[89] CCOC(=O)N1CCN(C(=O)c2cn(C)c(=O)c3c2c2ccccc2n3C)CC1
[90] O=C(CN1C(=O)C2CCCCC2C1=O)Nc1nc(-c2ccccn2)cs1 (centres undefined)
[91] Cc1nn(CC(=O)Nc2ccc(C(=O)N(C)C)cc2)c(=O)c2ccccc12
[92] COc1ccc2c(=O)c(-c3ccccc3)c(C)oc2c1
[93] COc1ccc(-n2nnnc2SCC(=O)c2ccc(O)c(O)c2)cc1
[94] C=C(C)c1ccc(C(C)(C)NC(=O)NCc2ccco2)cc1
[95] C=CCNC(NC(=O)c1ccccc1)(C(=O)OCC)C(F)(F)F (centres undefined)
[96] CC(C)(C)NC(=O)CN(C(=O)Cn1nnc(-c2ccc(Cl)cc2)n1)C1CCN(Cc2ccccc2)CC1
[97] CCn1c(N)c(C(=O)NCCOC)sc1=S

assay / entry	89	90	91	92	93	94	95	96	97
Yeast growth tox	7	-1	0	18	3	21	21	-12	-2
Yeast growth tox inhibition %	10	6	-11	-5	-4	-9	4	2	5
eIF2B yeast act	-18	·	-9	-6	·	-3	16	28	·
eIF2B yeast act mutant toxicity	10	·	-11	-5	·	-9	4	2	·
